High-throughput results as filed in PubChem.
ERG-DNA inh: blocks human ERG Ets domain binding to DNA. AID 624246. fluorescence polarization, His-ERG Ets domain / labelled DNA. Potency, µM (top dose mostly 76.9 µM), without a hit: top-dose FP activity, negative = inhibition, most hits filed as inhibitors. 370,000 compounds, 0.028% hits; active means well fitted inhibition curve with a large enough effect in the polarisation, with a control signal flat; inconclusive means small, poorly fitted or top-dose-only effect, or effect the other way, or a change in a side signal; inactive means no such curve, though single readings can be large or run the other way; the % refers to the polarisation;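 further: polarization taken with two DNA probes labelled with fluorescein and Texas red; % of control where 0% means no effect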
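His-tagged ERG Ets domain (1 uM in the protein solution; 300mM KCl, 50mM Tris-HCl, 1mM EDTA, 1mM DTT, pH 7.5) received compound, then a probe mix of 5 nM fluorescein-DNA and 100nM Texas-615-DNA. Fluorescence polarization was read for both dyes.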
JMJD2A Tudor inh: JMJD2A Tudor domain (human) inhibition. Potency, µM (doses to about 114 µM), for the others: top-dose activity change, negative = inhibition, most hits filed as inhibitors. AID 504339. AlphaScreen JMJD2A-Tudor / H3K4me3 peptide binding. 390,000 compounds, 4.4% hits. O75164; further: on the % scale 0 is the no-effect control and ±100 the full control effect; nearly all actives have a fitted effect of over 50% in size
RGS4 inhibitor: blocks human RGS4-accelerated GTP hydrolysis; Potency, µM (highest dose often 114 µM), for the others: at the top dose activity change, negative = inhibition, hits mostly inhibitors; 390,000 compounds, 0.039% hits; Transcreener GDP fluorescence polarization, RGS4-accelerated GTP hydrolysis; further: on the % scale 0 is the no-effect control and ±100 the full control effect; nearly all actives have a fitted effect of over 75% in size; some results filed as inactive show a strong effect at the top dose
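MLSMR compounds (23 nl, pin-transferred) preincubated 10 min at room temperature with a 500nM (2x) first reagent, then RGS4 at 900nM (2x) plus Transcreener GDP mix added; fluorescence polarization (620/688 nm) read before and after 90 min at 30 °C.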
Pin1 inh: blocks the human prolyl isomerase Pin1 | Q13526 | Pin1 FP peptide displacement, HiFluor488, 10 min | Potency, µM (titrated, usually from 115 µM), without a hit: at the highest dose activity, negative = inhibition, hits mostly inhibitors | 390,000 compounds, 0.009% hits | AID 504891; active means well fitted inhibition curve with a large enough effect in the polarisation, with a control signal flat, not every such curve was filed as active; inconclusive means small, poorly fitted or top-dose-only effect, or effect the other way, or a change in a side signal; inactive means no such curve, though single readings can be large or run the other way; the % refers to the polarisation; further: on the % scale 0 is the no-effect control and ±100 the full control effect
rTrxR1 inhibitor: blocks rat thioredoxin reductase 1. O89049. Potency, µM (series often up to 114 µM), inactives show top-dose activity change, negative = inhibition, most hits filed as inhibitors. recombinant rTrxR1, NADPH fluorescence consumption, selenite substrate. 390,000 compounds, 1% hits; further: on the % scale 0 is the no-effect control and ±100 the full control effect; nearly all actives have a fitted effect of over 65% in size
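Rat TrxR1 (90 nM in the dispensed reagent) was pre-reduced with 400 uM NADPH for 5 min at room temperature, then incubated with compound for 15 min. After 400 uM selenite was added, NADPH fluorescence (Ex 340/Em 450 nm) was followed for 8 min.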
ALOX12 inh: blocks human arachidonate 12S-lipoxygenase; 580,000 compounds, 1.1% hits; Potency, µM (doses to about 108 µM), without a hit: at the highest dose activity change, negative = inhibition, usual class: inhibitors; purified 12hLO, xylenol orange hydroperoxide absorbance; further: on the % scale 0 is the no-effect control and ±100 the full control effect
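Hydroperoxide product was detected by ferrous iron/xylenol orange as the 573 to 405 nm absorbance ratio. Arachidonic acid at 40 uM (final) was turned over for 30 min at room temperature by 150 nM human 12hLO, pH 7.0 Hepes buffer, after 15 min compound preincubation.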
HP1b binding inh: HP1-beta chromodomain-methylated histone interaction inhibition; P83916; AlphaScreen HP1-beta / biotin-H3K9me3 peptide binding; Potency, µM (series often up to 114 µM), inactives show at the top dose activity change, negative = inhibition, hits mostly inhibitors; 390,000 compounds, 0.56% hits; further: nearly all actives have a fitted effect of over 70% in size; inactives centre near 23
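AlphaScreen: HP1-beta (50 nM) preformed 30 min with biotin-H3(1-18)K9me3 peptide (50 nM) in PBS pH 7.4, 0.01% Tween-20. Compound added for 30 min at RT, then streptavidin donor/nickel chelate acceptor beads (10 ug/mL) for 30 min.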
GLS inhibitor: blocks human kidney-isoform glutaminase activity. Potency, µM (highest dose often 45.5 µM), inactives show top-dose activity change, negative = inhibition, actives largely listed as inhibitors. AID 624170. GLS enzymatic activity, qHTS titration. O94925. 410,000 compounds, 0.21% hits; further: on the % scale 0 is the no-effect control and ±100 the full control effect
Target sequence (O94925 whole entry, looked up, canonical isoform): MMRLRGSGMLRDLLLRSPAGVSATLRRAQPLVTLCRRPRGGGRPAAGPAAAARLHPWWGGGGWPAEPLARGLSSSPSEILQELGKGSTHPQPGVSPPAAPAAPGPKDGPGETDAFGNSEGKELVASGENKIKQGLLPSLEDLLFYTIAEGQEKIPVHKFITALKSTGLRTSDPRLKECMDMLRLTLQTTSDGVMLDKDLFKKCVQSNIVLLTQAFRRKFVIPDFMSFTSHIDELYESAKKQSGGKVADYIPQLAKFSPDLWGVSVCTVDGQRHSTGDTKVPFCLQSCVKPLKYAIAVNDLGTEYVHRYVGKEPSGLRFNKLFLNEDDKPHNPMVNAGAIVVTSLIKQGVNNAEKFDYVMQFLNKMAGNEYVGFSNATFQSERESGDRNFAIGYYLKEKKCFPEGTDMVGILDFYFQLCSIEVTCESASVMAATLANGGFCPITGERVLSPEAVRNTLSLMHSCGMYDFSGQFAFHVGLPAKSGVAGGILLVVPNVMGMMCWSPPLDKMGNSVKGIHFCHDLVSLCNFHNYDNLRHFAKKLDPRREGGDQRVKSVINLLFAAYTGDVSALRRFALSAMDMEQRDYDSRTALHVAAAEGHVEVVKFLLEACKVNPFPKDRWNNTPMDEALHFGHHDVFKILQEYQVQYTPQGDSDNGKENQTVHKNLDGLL
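hKGA in 45 mM KH2PO4 (pH 8.2), 0.02% Tween-20 with compound, then 1mM L-Glutamine (stock as added) plus glutamate oxidase/HRP/Amplex red coupling mix. Fluorescence read initially and after 30 min at RT; signal change reflects glutamate formation.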
Tb PGK inh: T. brucei PGK inhibition; Potency, µM (series often up to 57.5 µM), without a hit: top-dose activity change, negative = inhibition, usual class: inhibitors; 380,000 compounds, 0.043% hits; AID 602233; PGK/GAPDH coupled, Kinase-Glo luminescence, 60 min; further: on the % scale 0 is the no-effect control and ±100 the full control effect; nearly all actives have a fitted effect of over 60% in size
Target sequence (P07378 whole entry, looked up): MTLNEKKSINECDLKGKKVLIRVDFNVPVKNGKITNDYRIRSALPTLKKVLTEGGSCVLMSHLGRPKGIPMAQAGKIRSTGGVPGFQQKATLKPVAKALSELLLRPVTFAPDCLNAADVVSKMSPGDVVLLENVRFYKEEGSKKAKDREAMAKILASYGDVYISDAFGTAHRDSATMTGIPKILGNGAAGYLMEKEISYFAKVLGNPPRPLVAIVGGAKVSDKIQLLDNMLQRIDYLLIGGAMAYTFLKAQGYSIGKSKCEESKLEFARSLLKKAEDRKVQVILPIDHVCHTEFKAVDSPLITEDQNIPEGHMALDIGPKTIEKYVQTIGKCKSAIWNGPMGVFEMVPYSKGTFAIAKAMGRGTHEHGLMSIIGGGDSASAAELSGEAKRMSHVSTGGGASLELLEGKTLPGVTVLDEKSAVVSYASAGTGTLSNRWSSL
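Luminescent ATP detection (Kinase-Glo Plus) follows a 60-minute room-temperature incubation, with wells lacking PGK as controls. Buffer: 100 mM TEA (pH 7.6), 5 mM MgCl2, 0.01% Tween-20. Coupling enzyme GAPDH (100 nM final) supplies unstable 1,3-BPG in-well.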
Active calls of the source: *; i = inactive; ? = inconclusive; / = no result given; & = joins results of further samples; [ ] = remark or other dose. Unless noted, the call rests on the fitted dose curve; in most records, active means well fitted curve in the direction sought with a large enough effect; inconclusive means small, poorly fitted or top-dose-only effect, or another doubt; inactive means no such curve, though single readings can be large; an effect the other way counts as inactive or inconclusive. Potency means the concentration at half of the fitted maximal effect.

entry	ERG-DNA inh	JMJD2A Tudor inh	RGS4 inhibitor	Pin1 inh	rTrxR1 inhibitor	ALOX12 inh	HP1b binding inh	GLS inhibitor	Tb PGK inh	SMILES
1	11%	22µM*	25%	-2%	19%	?	?	14%	0%	COc1ccc(CN2CCN(c3ccccc3OC)CC2)cc1OC
2	-10%	-25%	11%	14%	0%	-13%	15%	7%	2%	COc1ccc(C(C)=O)cc1CSc1nnc(Nc2c(C)cccc2C)s1
3	3%&5%	-18%&-32%	2%&-21%	3%&2%	25%&13%	0%&4%	34%&18%	5%&7%	-1%&1%	CCn1c(=O)cc(SCC(=O)N2CCN(c3ccccc3F)CC2)c2ccccc21
4	-4%&12%	-13%&-19%	1%&7%	2%&2%	19%&10%	0%&-28%	18%&5%	0%&9%	1%&-1%	COc1ccc(-n2c(=O)[nH]c3cc(C(=O)NCCc4ccccc4)ccc3c2=O)cc1OC
5	-4%	-9%	-4%	0%	20%	383%[activator]	30%	-11%	i	Cc1ccc(SCCC(=O)N2CCN(S(=O)(=O)c3ccccc3)CC2)cc1
6	-7%	2%	6%	-1%	0%	175%[activator]	21%	-6%	3%	COc1ccccc1OCC(=O)NNC(=O)c1ccc2c(=O)n3c(nc2c1)CCC3
7	-4%	?	8%	3%	-5%	?	?	19%	-9%	CN(C)c1ccc(/C=N/N(Cc2ccccc2)c2ccccc2)cc1
8	-2%	-21%[57.1 µM]	1%[56.9 µM]	9%	-20%	14%	?	1%	0%	Cc1ccc(NC(=O)CN2CCC(C(=O)c3ccc4c(c3)OCCO4)CC2)cc1
9	-6%	-11%	-7%	-13%	?	5%	36%[activator]	3%	2%	COc1cc(-c2noc(C)c2C#CCO)cc(OC)c1OC
10	17%	0%	?	5%	-16%	1%	27%	-1%	i	Cc1ccc(OCCC(=O)OCC(=O)NCCc2ccc(Cl)cc2)cc1
11	-22%	-5%	-18%	-2%	-3%	-8%	24%	-11%	-2%	COc1ccc(OCC(=O)Nc2ccc(N3CCOCC3)c(Cl)c2)cc1
12	0%	-14%	1%	-4%	14%[57.1 µM]	7%	10%	5%	i	Nc1nc(C2CCCCC2)cs1
13	2%	-17%	17%	3%	?	19%	26%	7%	-4%	O=C(CCOc1ccccc1)N1CCN(S(=O)(=O)c2ccccc2F)CC1
14	-7%	-5%	-17%	-1%	4%[57.1 µM]	0%	32%	0%	-3%	Cc1nc(NCc2ccco2)c(C#N)c2c1COC(C)(C)C2
15	0%	14%[11.4 µM]	20%[11.4 µM]	?	-15%	-13%	1%	-20%	-2%	CCN1CC=C2C(C#N)=C(N)C(C#N)(C#N)C(c3cc(Cl)ccc3Cl)C2C1 (stereo not given)
16	7%	-29%	18%	5%	5%	0%	11%[57 µM]	3%	-1%	Cc1ccc(C)c(OCC(=O)Nc2ccccc2C(=O)N2CCN(C)CC2)c1
17	1%&-1%	-7%&-15%	12%&6%	-7%&-1%	-8%&8%	9%&3%	12%&41%	18%&26%	3%&1%	CCc1ccccc1NC(=O)Nc1c(C)n(C)n(-c2ccccc2)c1=O
18	3%	-12%	-21%	18%	10%	-24%	17%	-1%	-1%	CCC1(c2ccccc2)NC(=O)N(CC(=O)Nc2cc(S(=O)(=O)N3CCCCCC3)ccc2OC)C1=O (stereo not given)
19	-17%[15.4 µM]	-10%	1%	-1%	1%	18%	12%	15%	6%	CCOc1ccccc1NC(=O)COC(=O)CN1C(=O)NC(C)(C)C1=O
20	-8%	-22%	0%	-12%	11%	124%[activator]	27%	1%	-1%	COc1ccc(/C=N/NC(=O)CSCC(=O)Nc2ccccc2)cc1
21	1%	-2%	-8%	?	18%[57.1 µM]	-22%	?	3%	-5%	Cc1cccc(N2CCN(C(=O)c3ccc4c(c3)c(C)c(C)n4C)CC2)c1C
22	1%	29%	20%	9%	4%	-7%	62%[activator]	2%	3%	COc1ccccc1-c1c(C)nn2c(N3CCC(C)CC3)cc(C)nc12
23	-7%	0%	8%	-9%	-7%	20%	30%	/	10%	N=C1N(/N=C/c2ccccc2)C(=Nc2ccccc2)C(=S)N1c1ccccc1
24	-15%	-3%	-14%	-1%	9%[57.1 µM]	14%	22%	3%	-4%	Cc1cccn2c(=O)nc(SCC(=O)NC3CCCCC3)nc12
25	0%	3%	-2%	3%	11%	?	65%[activator]	-2%	/	Fc1ccc(/C=N/N2CCCCC2)c(F)c1
26	-4%	-10%	11%	2%	17%	0%	38%	-2%	3%	Cc1cc([N+](=O)[O-])nn1CCCC(=O)Nc1cccc(Cl)c1Cl
27	6%	3%	-22%	-1%	-10%	-13%	17%	0%	-3%	COCCN1C(=O)C(=O)/C(=C(/O)c2ccc(S(=O)(=O)N3CCOCC3)cc2)C1c1ccc(O)cc1 (stereo not given)
28	2%	22µM*	-31%	-2%	-12%[57.1 µM]	?	-21%	11µM*	16%	N#C/C(=N\Nc1ccccc1)C(N)=S
29	-3%	-1%	-18%	5%	-1%[57.1 µM]	-27%	10%	-4%	-6%	Cc1cc(C)c(C)c(/C=C(/C#N)C(N)=S)c1C
30	-16%	-24%	4%	?	8%	-3%	43%[activator]	0%	-8%	CCOC(=O)[C@H]1[C@H]2COc3ccc(Br)cc3[C@@H]2N2C(=O)N(c3ccccc3)C(=O)[C@@]12C
31	10%	-4%	-8%	-4%	30%	1%	52%[activator]	9%	-5%	O=C(O)Cn1nnc(-c2ccc(OCc3ccccc3)cc2)n1
32	6%	11%	10%	-7%	27%	2%	21%	-1%	-7%	CN(C)S(=O)(=O)c1ccc(C(=O)NCC(C)(C)CN=C2NS(=O)(=O)c3ccccc32)cc1
33	-15%	-3%	33%	0%	12%	7%	9%	-2%	-2%	COc1cc(C(=O)NCCC2=CCCCC2)ccc1OCc1c(C)noc1C
34	1%	-4%	18%	0%	16%	3%	30%	3%	1%	CC(C)[C@H](NC(=O)c1ccco1)C(=O)NC12CC3CC(CC(C3)C1)C2
35	2%	-19%	-16%	1%	10%	-7%	32%	-2%	i	O=C(NCc1ccccc1)C(=O)NCC1OCCN1S(=O)(=O)c1ccc([N+](=O)[O-])cc1 (stereo not given)
36	1%	158%[activator]	31%	4%	12%	38%[activator]	269%[activator]	-2%	5%	Cc1ccc(OCCCn2c(=O)sc3ccccc32)cc1
37	-16%	-10%	-33%	25%	9%[57.1 µM]	-28%	36%[activator]	19%	-6%	O=C(COC(=O)/C=C/c1cccc(Cl)c1)Nc1ccc2[nH]c(=O)[nH]c2c1
38	-2%	-6%	-3%	6%	-1%	2%	30%	6%	5%	CC(=O)NNC(=O)c1cc2c3ccccc3n(C)c2s1
39	-1%	-15%	5%	24%	-4%	-20%	39%[activator]	-3%	i	COc1ccc(Cl)cc1NS(=O)(=O)c1c(C)nc2scc(C)n2c1=O
40	-3%	-15%	-33%	-4%	28%	329%[activator]	31%	-4%	-4%	Cc1cccc(NC(=O)CSCC(=O)Nc2cc(Cl)ccc2N2CCN(C)CC2)c1
41	-9%	-9%	-13%	-2%	12%	5%	20%	-5%	-8%	COc1ccccc1NC(=O)c1ccc(NC(=O)CN2C(=O)CN(C)C2=O)cc1
42	4%	17%	20%	-12%	12%	-20%	52%[activator]	-1%	3%	Cc1cc(S(=O)(=O)N2CCC3(CC2)OCCO3)c(C)cc1Cl
43	3%	-8%	5%	-3%	-7%	-10%	14%	39%[activator]	-9%	COc1ccc(N2CCN(C(=O)COC(=O)c3cccc(OC)c3O)CC2)cc1
44	-3%	4%	-15%	0%	15%[57.1 µM]	-2%	23%[57 µM]	8%	-3%	COc1ccc(-c2nc(C)c(CCNC(=O)c3ccc(C(F)(F)F)cc3)s2)cc1OC
45	2%	-13%	-4%	?	19%	-18%	27%	-1%	5%	O=c1ccnc(SCCc2ccc([N+](=O)[O-])cc2)[nH]1
46	-1%	?	2%	?	5%[2.29 µM]	?	-13%[57 µM]	1%	4%	O=[N+]([O-])c1ccc(NC(c2ccccc2)c2ccc3cccnc3c2O)cc1 (stereo not given)
47	-8%	-16%	34%	-2%	22%[57.1 µM]	1%	24%	-11%	-3%	O=C(CCCN1C(=O)c2cccnc2C1=O)Nc1ccc(Br)cc1
48	-8%	-9%	8%	-7%	16%[57.1 µM]	-8%	17%[57 µM]	2%	-1%	CC(C)CN1CCN(CCCOC(=O)Nc2cccc3ccccc23)CC1C (stereo not given)
49	/	-6%	12%	0%	3%	-19%	20%	1%	-4%	O=C(Cc1ccccc1[N+](=O)[O-])Nc1cccc(S(=O)(=O)NC2=NCCCCC2)c1
50	-3%	-20%	-11%	8%	2%[57.1 µM]	-19%	?	11%	7%	Cc1ccc2cc(CN(CC3CCCO3)C(=S)NCc3ccco3)c(=O)[nH]c2c1 (stereo not given)
51	-2%	-11%	-8%	15%	0%	-11%	56%[activator]	-8%	-6%	Cc1ccc(CNc2ccc(-c3nc(-c4ccccn4)no3)cc2[N+](=O)[O-])cc1
52	1%	-21%	21%	3%	15%[57.1 µM]	-6%	5%	-12%	-3%	COc1ccc(Br)c(C(=O)N2CCN(S(=O)(=O)/C=C/c3ccccc3)CC2)c1
53	3%	-18%	21%	13%	17%	12%	38%[activator]	12%	-5%	CCC1=C2CC[C@H]3C(=O)N(CC)C(=O)[C@H]3[C@H]2[C@@]2(Cc3ccccc3)C(=NCc3ccccc3)OC(=O)N2C1=O
54	0%	-8%[57.1 µM]	-28%	-3%	17%[57.1 µM]	0%	48%[activator]	-4%	3%	Cc1ccc(NC(=O)C(=O)NN=C2CCCC2)cc1C

Not all compounds are listed, so the mix of outcomes need not match the whole.
